From PubChem BioAssay
MRP resist rev: compounds reversing MRP-mediated drug resistance; actives 0.04% (n = 85,000); H69AR cells + 2 uM doxorubicin, CellTiter-Glo, 72 h; differential viability (reversal), % at 10 µM;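 active = viability drop by adding the cancer drug above about 55%, with treated viability meeting a 40% cutoff, limit read from the data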;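 note: viability without doxorubicin minus viability with 2 µM doxorubicin for each compound; larger differential means the compound sensitizes cells more to doxorubicin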
MRP resist rev cytotoxicity: second read-out of MRP resist rev, no call of its own (marks repeat the call); viability, %; H69AR cells, CellTiter-Glo, 72 h; measured here: cytotoxicity without doxorubicin
MRP resist rev with doxorubicin: also measured in MRP resist rev; calls as there; viability, %; measured here: viability with 2 uM doxorubicin; stronger effect = lower value
Numbers without * were called inactive; & = joins results of further samples. Not all compounds are listed; count on the stated rates, not on these rows.

Preview:
SMILES	MRP resist rev	MRP resist rev cytotoxicity	MRP resist rev with doxorubicin
Cc1cc2c(C(C)C)c(O)c(O)c(C=O)c2c(O)c1-c1c(C)cc2c(C(C)C)c(O)c(O)c(C=O)c2c1O	-1&1	1&1	2&0
CC(C)[C@@]1(NC(=O)[C@@H]2C=C3c4cccc5[nH]cc(c45)C[C@H]3N(C)C2)O[C@@]2(O)[C@@H]3CCCN3C(=O)[C@H](Cc3ccccc3)N2C1=O	-12	71	83
O=C(CN1CC(c2ccccc2)CC1=O)Nc1ccccc1 (stereo not drawn)	15	97	83

This part in full, repeating the preview:
SMILES	MRP resist rev	MRP resist rev cytotoxicity	MRP resist rev with doxorubicin
Cc1cc2c(C(C)C)c(O)c(O)c(C=O)c2c(O)c1-c1c(C)cc2c(C(C)C)c(O)c(O)c(C=O)c2c1O	-1&1	1&1	2&0
CC(C)[C@@]1(NC(=O)[C@@H]2C=C3c4cccc5[nH]cc(c45)C[C@H]3N(C)C2)O[C@@]2(O)[C@@H]3CCCN3C(=O)[C@H](Cc3ccccc3)N2C1=O	-12	71	83
O=C(CN1CC(c2ccccc2)CC1=O)Nc1ccccc1 (stereo not drawn)	15	97	83
COc1ccc(Cc2nccc3cc(OC)c(OC)cc23)cc1OC	0	82	82
CC(C)N(CCC(C(N)=O)(c1ccccc1)c1ccccn1)C(C)C (stereo not drawn)	-7	84	91
CN1CC=C(c2c[nH]c3ccccc23)CC1	1	87	86
